High-throughput results deposited in PubChem by several laboratories.
BAP1 block: blocks human BAP1 ubiquitin-AMC hydrolysis. Q92560. recombinant BAP1, Ub-AMC hydrolysis fluorescence kinetic; hits give low values. activity remaining (% of control), % at 20 µM. 72,000 compounds, 0.48% hits;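 active = activity remaining at or below 50% of control, provided the compound also passes the data quality filters; inactive = the rest, including low values that fail the filters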;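 note: 100% = DMSO wells rate and 0% = substrate alone blank rate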
Target sequence (Q92560 whole entry, looked up): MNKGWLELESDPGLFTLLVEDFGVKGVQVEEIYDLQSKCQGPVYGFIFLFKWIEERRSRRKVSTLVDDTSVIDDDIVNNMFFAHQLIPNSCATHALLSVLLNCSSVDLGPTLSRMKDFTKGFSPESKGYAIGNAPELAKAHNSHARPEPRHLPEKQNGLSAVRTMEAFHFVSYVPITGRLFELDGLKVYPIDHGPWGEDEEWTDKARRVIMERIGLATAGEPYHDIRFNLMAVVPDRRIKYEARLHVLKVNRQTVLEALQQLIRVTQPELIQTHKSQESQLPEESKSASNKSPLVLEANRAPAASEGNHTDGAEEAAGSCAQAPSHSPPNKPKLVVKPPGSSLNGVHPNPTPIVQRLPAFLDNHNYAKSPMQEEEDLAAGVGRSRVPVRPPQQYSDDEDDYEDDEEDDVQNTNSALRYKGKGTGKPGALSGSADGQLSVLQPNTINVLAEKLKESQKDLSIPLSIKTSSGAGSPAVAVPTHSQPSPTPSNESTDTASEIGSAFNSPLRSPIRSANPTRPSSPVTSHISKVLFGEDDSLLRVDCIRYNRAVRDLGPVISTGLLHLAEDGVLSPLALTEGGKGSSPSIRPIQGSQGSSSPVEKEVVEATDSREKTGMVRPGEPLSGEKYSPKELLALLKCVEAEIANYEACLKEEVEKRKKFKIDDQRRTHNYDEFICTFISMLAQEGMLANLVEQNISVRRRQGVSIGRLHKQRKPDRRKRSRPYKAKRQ
HePTP inhibitor: blocks human HePTP tyrosine phosphatase; inhibition, % at 20 µM; recombinant HePTP phosphatase activity, OD absorbance; 110,000 compounds, 0.64% hits; P35236; AID 521; in the data active = inhibition above about 50%;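 note: plate controls were vehicle for no effect and reference inhibitor for full effect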
Target sequence (P35236 whole entry, looked up): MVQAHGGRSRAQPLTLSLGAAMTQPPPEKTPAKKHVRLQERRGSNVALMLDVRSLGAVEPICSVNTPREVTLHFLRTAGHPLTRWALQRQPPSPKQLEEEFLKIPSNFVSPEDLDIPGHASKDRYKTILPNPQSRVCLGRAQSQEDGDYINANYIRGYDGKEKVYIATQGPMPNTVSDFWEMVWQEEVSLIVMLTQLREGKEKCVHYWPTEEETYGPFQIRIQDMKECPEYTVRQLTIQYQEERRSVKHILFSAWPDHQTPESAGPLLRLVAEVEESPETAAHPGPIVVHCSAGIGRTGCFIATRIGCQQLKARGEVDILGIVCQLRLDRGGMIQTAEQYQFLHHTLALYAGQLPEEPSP
* = called active by the depositor; x = not tested or not shown; & = joins results of further samples.

SMILES | BAP1 block | HePTP inhibitor
O=C(Nc1ccc2oc(-c3cccnc3)nc2c1)c1ccc(OCc2ccccc2)cc1 | x | 6
O=C(CNC(=O)c1ccco1)NCC(=O)OCc1ccccc1Br | 66 | 11
CCOc1cc2c(cc1OCC)C(c1ccc(O)c(OC)c1)NCC2 (configuration not stated) | 95 | -16
CC(=O)Nc1ccc(NC(=O)COc2ccccc2)cc1 | x | -16
CCOC(=O)c1sc(=NC(=O)c2ccc(S(=O)(=O)N3CCCc4ccccc43)cc2)n(C)c1C | 50 | x
Cn1cccc1CC(=O)N/N=C/c1ccccn1 | x | -18
COc1ccc(/C=C/c2cc(C(F)(F)F)[nH]c(=O)n2)cc1 | x | 11
CC1CN(c2c3c(c(C#N)c4nc5ccccc5n24)CCC3)CC(C)O1 (configuration not stated) | 119 | x
COc1ccc(C(=O)Nc2nc(-c3ccc(Br)s3)cs2)c(OC)c1 | x | 8
Cc1cc(Oc2ccc(-c3ccccc3)cc2)n2ncnc2n1 | 103 | 14
Cc1cc(C)cc(NC(=O)C2C3C=CC(O3)C2C(=O)O)c1 (configuration not stated) | x | 4
Cc1cc2nc(-c3ccc(NC(=O)C(C)C)cc3)oc2cc1C | x | -1
CN1C(=O)/C(=C/c2ccc(OC(=O)c3ccc(F)cc3)cc2)SC1=S | x | -5
CCOC(=O)C1CCCN(Cc2nc(N)nc(Nc3ccc(Cl)cc3)n2)C1 (configuration not stated) | 100 | 4
O=C(c1cccc(S(=O)(=O)N2CCCCC2)c1)N1CCCc2ccccc21 | x | -17
COc1ccc(C2C3=C(CC(C)(C)CC3=O)Oc3ncn4nc(-c5cccnc5)nc4c32)cc1OC (configuration not stated) | 95 | -21
Cn1c(=O)n(C)c2cc(NC(=O)c3cc4ccccc4o3)ccc21 | 74 | 3
COc1ccc(N2C(=O)CC(N3CCN(C(=O)c4ccccc4)CC3)C2=O)cc1 (configuration not stated) | 58 | x
COc1ccc(S(=O)(=O)N2Cc3ccccc3CC2C(=O)Nc2ccc(O)cc2)cc1OC (configuration not stated) | 83 | 7
Cn1c(CNc2ccc(Cl)cc2)nc2ccccc21 | 63 | -7

Pulled by structure from above (two):
SMILES | BAP1 block | HePTP inhibitor
Cn1cccc1CC(=O)N/N=C/c1ccccn1 | x | -18
COc1ccc(N2C(=O)CC(N3CCN(C(=O)c4ccccc4)CC3)C2=O)cc1 (configuration not stated) | 58 | x

Other results
SMILES | BAP1 block | HePTP inhibitor
COc1cccc(Nc2ncnc3c2cnn3-c2cccc(C)c2)c1 | 98 | -5
N#C/C(=C\c1ccc(-c2cccc(C(F)(F)F)c2)o1)C(N)=O | x | -15
CC1(Cc2ccc3c(c2)OCO3)NC(=O)NC1=O (configuration not stated) | 100 | 4
O=C(CCC(=O)NC1CC1)Nc1nnc(C2CCCCC2)s1 | 96 | -3
CCOc1ccc(OCCSc2nc3ccccc3c(=O)[nH]2)cc1 | x | -8
COC(=O)/C=c1/s/c(=C(/C#N)C(=O)N2CCCCC2)n(-c2ccccc2)c1=O | 102 | 6
CCN1C(=O)Cc2cc(S(=O)(=O)N3CCOCC3)ccc21 | 158 | -10
COc1ccc(N2CCN(c3nc4ccccc4n3CC(=O)c3ccccc3)CC2)cc1 | x | -15
CCC1Oc2ccc(C)cc2N(CC(=O)NCCN2CCCCCC2)C1=O (configuration not stated) | 100 | 1
O=c1cc(-c2ccc([N+](=O)[O-])cc2)nc2cc(-c3cccs3)[nH]n12 | x | 0
Cc1ccc(/C(O)=C2\C(=O)C(=O)N(CCCC(=O)O)C2c2cccc(F)c2)cc1 (configuration not stated) | x | 5
O=C(CCN1C(=O)C2C3C=CC(C3)C2C1=O)Nc1nccs1 (configuration not stated) | 97 | -10
Cc1ccc(N=Cc2c[nH]c3ccccc23)cc1[N+](=O)[O-] | x | -1
O=C(c1ccccc1N1C(=O)c2cccc3cccc(c23)C1=O)N1CCOCC1 | 108 | x
Cc1cc(C)cc(OC(=O)N2CCOCC2)c1 | x | 10
CCC(=O)c1ccccc1OCCSc1nc(C)cc(=O)[nH]1 | 75 | 3
Cc1ccc2cc(CNC(C)(C)C)c(=O)[nH]c2c1 | 86 | 1
O=C(N(c1cccc2ccccc12)C1C=CS(=O)(=O)C1)C(F)(F)F (configuration not stated) | x | 3
O=C(NCC1CCCO1)c1cccc(N2C(=O)C3C4C=CC(C4)C3C2=O)c1 (configuration not stated) | 106 | -18
CCn1c(=O)cc(SCC(=O)N2CCN(c3ccccn3)CC2)c2ccccc21 | 66 | 4
CCN(CC)CCCCCCOc1ccc(OC)cc1 | x | -7
O=c1oc2ccc([N+](=O)[O-])cc2cc1-c1csc(Nc2ccccc2F)n1 | 67 | x
O=C(Nc1cccc(O)c1)C1CCCN1C(=O)OCc1ccccc1 (configuration not stated) | 99 | x
COc1cc(OC)c(OC)cc1CN1CCN(C(=O)c2ccc([N+](=O)[O-])cc2)CC1 | x | 4
CCC(=O)N1CCN=C1SCc1ccccc1 | 99 | 1
CC1(C)CC(=O)c2cc(C(=O)N3CCN(CCO)CC3)c(=O)n(-c3ccc(Cl)cc3)c2C1 | x | 0
O=C(NCCc1ccccc1F)[C@@H]1CSC2c3ccccc3C(=O)N21 (some centres not stated) | 95 | 5
CCOc1ccc(Cl)cc1/C=C1\C(=N)N2N=C(CC)SC2=NC1=O | x | 2
CCCN(CCC)S(=O)(=O)c1ccc(C(=O)Nc2nnc(CSC)o2)cc1 | 110 | 9
CCCCOc1ccc(C(=O)Nc2cccc(C)n2)cc1 | 105 | 5
Cc1ccc(NC(=O)c2ccc(S(=O)(=O)N3CCCC3)cc2)cc1 | 111 | x
CN1C(=O)CC[C@H]1c1cccnc1 | 94 | x
COc1cc(OC)c(OC)cc1CN1CCN(C(=O)c2ccc(F)cc2)CC1 | x | -8
CC(C)Cn1c(CN2CCCCC2C)nc2c1c(=O)n(C)c(=O)n2C (configuration not stated) | 95 | 12
Cc1ccc(Cc2c(C)nc3c(C(=O)O)cnn3c2C)cc1 | 99 | -11
COc1ccc(CCNC(=O)CN(c2ccc(OC)c(OC)c2)S(C)(=O)=O)cc1OC | x | 6
O=C(O)C1C2CCCC1C2c1ccccc1 (configuration not stated) | x | 4
Cc1cc(C)c(C(=O)c2ccc(C(=O)O)cc2)c(C)c1 | x | -4
CC(=O)c1cc(Cn2cnc([N+](=O)[O-])n2)cs1 | x | 5
CCOC(=O)CSc1nc(-c2ccncc2)ccc1C#N | 99 | 6

No new results follow: entries from further up.
SMILES | BAP1 block | HePTP inhibitor
O=c1oc2ccc([N+](=O)[O-])cc2cc1-c1csc(Nc2ccccc2F)n1 | 67 | x
O=C(Nc1cccc(O)c1)C1CCCN1C(=O)OCc1ccccc1 (configuration not stated) | 99 | x
COc1cc(OC)c(OC)cc1CN1CCN(C(=O)c2ccc([N+](=O)[O-])cc2)CC1 | x | 4
CCC(=O)N1CCN=C1SCc1ccccc1 | 99 | 1
CC1(C)CC(=O)c2cc(C(=O)N3CCN(CCO)CC3)c(=O)n(-c3ccc(Cl)cc3)c2C1 | x | 0
O=C(NCCc1ccccc1F)[C@@H]1CSC2c3ccccc3C(=O)N21 (some centres not stated) | 95 | 5
CCOc1ccc(Cl)cc1/C=C1\C(=N)N2N=C(CC)SC2=NC1=O | x | 2
CCCN(CCC)S(=O)(=O)c1ccc(C(=O)Nc2nnc(CSC)o2)cc1 | 110 | 9
CCCCOc1ccc(C(=O)Nc2cccc(C)n2)cc1 | 105 | 5
Cc1ccc(NC(=O)c2ccc(S(=O)(=O)N3CCCC3)cc2)cc1 | 111 | x
CN1C(=O)CC[C@H]1c1cccnc1 | 94 | x
COc1cc(OC)c(OC)cc1CN1CCN(C(=O)c2ccc(F)cc2)CC1 | x | -8
CC(C)Cn1c(CN2CCCCC2C)nc2c1c(=O)n(C)c(=O)n2C (configuration not stated) | 95 | 12
Cc1ccc(Cc2c(C)nc3c(C(=O)O)cnn3c2C)cc1 | 99 | -11
COc1ccc(CCNC(=O)CN(c2ccc(OC)c(OC)c2)S(C)(=O)=O)cc1OC | x | 6
O=C(O)C1C2CCCC1C2c1ccccc1 (configuration not stated) | x | 4
Cc1cc(C)c(C(=O)c2ccc(C(=O)O)cc2)c(C)c1 | x | -4

(cont.)
SMILES | BAP1 block | HePTP inhibitor
CCOC(=O)c1sc(NCc2ccco2)c(-c2nc3ccccc3s2)c1N | x | -10
COC(=O)c1ccccc1NC(=O)Nc1ccc(C(=O)N2CCCC2)cc1 | 76 | 9
OC(COc1ccc(Cl)cc1)CSc1ncn[nH]1 (configuration not stated) | x | 2
CCCCOc1cc(C(=O)NCCN(CC)CC)c2ccccc2n1 | 78&99 | 2&12
COCC(C)n1c(C)cc(C(=O)CN2C(=O)NC3(CCCCC3C)C2=O)c1C (configuration not stated) | 103 | 13
O=C1CN(C(=O)c2ccccn2)c2ccccc2N1 | x | -13
Clc1ccc(SCCn2cncn2)cc1 | 62 | -10
COc1ccc(N2C(=O)CC(N3CCN(C(c4ccccc4)c4ccc(Cl)cc4)CC3)C2=O)cc1 (configuration not stated) | x | 105*
Cn1cccc1Cc1nnc(SCC(=O)Nc2ccc(F)cc2)n1CCc1ccccc1 | 100 | 2
COc1ccc(/C=C2\SC(=Nc3ccc(F)cc3)NC2=O)cc1OC | x | 25
COC(=O)CCn1nnc(-c2ccc(C(C)C)cc2)n1 | 60 | -4
Cc1ccc(N(Cc2ccc(C(=O)Nc3cc(Cl)ccc3C)cc2)S(C)(=O)=O)cc1C | x | -4
COc1cccc(-c2noc(CCC(=O)NC3CCCCC3)n2)c1 | 118 | -3
Oc1ccc(Br)cc1C1N(c2ccccc2)CCN1c1ccccc1 | x | -6
CCC(Oc1ccccc1)C(=O)NC(C)C (configuration not stated) | x | -4
CCOC(=O)c1sc(C)c(C(=O)NCCCN2CCOCC2)c1N | 65 | -8
CCOC(=O)CNC(=O)Cn1cnc2c(nnn2-c2ccc(F)cc2)c1=O | 99 | 0
COc1ccc(C(=O)Nc2ccccc2)cc1S(=O)(=O)NC1CCCCC1 | x | -9
COc1ccc(C2CC3CC(c4ccccc4)N2O3)cc1 (configuration not stated) | 101 | 11&9
O=[N+]([O-])c1cnc(Nc2ccc3ccccc3c2)nc1 | x | -9
CSc1nnc2c3cc(F)ccc3n(Cc3ccccc3)c2n1 | 80 | 8
O=C(O)C1CCCN(S(=O)(=O)c2ccccc2)C1 (configuration not stated) | 56 | x
COc1ccccc1NC(=O)N1CCN(c2ccccn2)CC1 | 93 | -2
CCOC(=O)c1c(NC(=O)CNCCO)sc(C)c1C | 106 | 4&6
O=c1c2ccccc2nc(SCc2cc(F)cc3c2OCOC3)n1Cc1ccco1 | x | 9
O=C(NN=C1CCCC1)c1ccncc1 | x | 1
Cc1ccc2ccc(S(=O)(=O)n3nnc4ccccc43)cc2c1 | x | -3
CCCCOC(=O)c1ccc(NC(=O)CSc2nncn2C)cc1 | 150 | 3
C(=N\n1cnnc1)/c1ccc(OCCOc2ccc(C3CCCCC3)cc2)cc1 | x | 8
Cc1ccc(-n2nc3cc(C)c(NC(=O)Cc4ccccc4)cc3n2)cc1 | x | 63*
CC1=C(C#N)C(c2ccoc2)C(C(=O)OCc2ccccc2)=C(N)S1 (configuration not stated) | 92 | 6
O=C(Nc1ccc(Cl)cc1Cl)C1C(c2ccccc2)C1(Cl)Cl (configuration not stated) | x | 1
O=C(Cn1cc2c(n1)CCCCC2)NCc1cccs1 | 101 | 7
CCOc1ccc(NC(=O)CN2CCN(CC(=O)Nc3ccc(F)c(F)c3)CC2)cc1 | 106 | 6
Cc1ccc(C(=O)O/N=C(\N)Cc2ccc(Cl)cc2Cl)cc1[N+](=O)[O-] | x | 13
Cc1ccc(S(=O)(=O)N2CCN(C(=O)c3cccs3)CC2)cc1 | x | 4
CCOc1ccc(C2=C/C(=C/c3ccc(Cl)cc3)C(=O)O2)cc1 | x | -10
CCn1c(SCc2cccc(C(=O)O)c2)nnc1-c1ccccc1 | 102 | 13
COc1cc(/C=N\NC(N)=S)ccc1OC(=O)c1cc(F)c(F)cc1Cl | x | 7
CC1CCCN(S(=O)(=O)c2cc(Cl)ccc2Cl)C1 (configuration not stated) | 126 | -6
COCC(C)NC(=O)c1ccccc1OC(C)=O (configuration not stated) | 103 | 4
COc1cc(C)c(C(C)C)cc1S(=O)(=O)NCCCn1ccnc1 | 56 | -4
O=C(OCCCN1CCCC1)C1(c2ccccc2)CCCC1 | 145 | -9
COC(=O)c1ccc(C(=O)OC)c(NC(=O)CSc2nnc(-c3ccccc3Cl)o2)c1 | 135 | 6
COC(=O)C1=CN(Cc2cccs2)C=C(C(=O)OC)C1c1ccc(C)s1 | x | 5
Cc1ccc(CNC(=O)CSc2nc(C)cc(C)c2C#N)cc1 | 117 | -4
N#CCCn1c2ccccc2c2nc3ccccc3nc21 | 87 | 6
COc1ccc(-n2nc3cc(C)c(NC(=O)c4cc5ccccc5o4)cc3n2)cc1 | x | -16
COc1ccc(OC)c(S(=O)(=O)N(C)CC(=O)N2CCc3ccccc3C2)c1 | 104 | 13
N#Cc1c(SCC(=O)N2CCCCC2)nsc1SCC(=O)N1CCCCC1 | 121 | -3
CCn1nc(NC(=O)c2ccccn2)c2cc3cccc(C)c3nc21 | x | 4
CCn1c(SCC(=O)NC2CCCCC2)nc2c(c1=O)SC(C)C2 (configuration not stated) | 100 | 8
COc1ccc(N(C(C)C(=O)NCc2ccco2)S(C)(=O)=O)cc1 (configuration not stated) | 102 | 5
CC1(C)Cc2c(sc3nc(SCC(N)=O)n(Cc4ccccc4)c(=O)c23)CO1 | x | -11
COc1cccc(C(=O)N2CCN(Cc3ccccc3Cl)CC2)c1 | x | 6
COc1cccc(NC2=NCC(=O)N2Cc2cccs2)c1 | x | 2
CCOc1ccccc1NC(=O)N1CCCC1C(=O)Nc1nnc(CC)s1 (configuration not stated) | 98 | 3

No enrichment for hits; about 0.83% have a hit in one of these screens.
